# TRHR agonist: agonists of human TRH receptor; TRHR cells, calcium flux fluo-8, FDSS agonist mode; P34981; activation, % at 2 µM; 360,000 compounds, 0.18% hits; further: 0% is about no effect
#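 Fluo-8-loaded TRHR cells; 10 s baseline, compound added, kinetic Ca2+ fluorescence read 1/s, agonist mode.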
# D1 antagonist: antagonists of human D1 dopamine receptor; P21728; HEK293 TREx D1 cells, calcium flux, dopamine EC80; active compounds read low; activity change, negative = inhibition, % at 10 µM; 360,000 compounds, 3.2% hits; AID 504652; in the data active means activity change below about -30%; further: on the % scale 0 is the no-effect control and ±100 the full control effect
#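 Compound effects on dopamine-evoked calcium signalling were measured in tetracycline-induced HEK293 Trex D1 cells. Dopamine at EC80 followed a 180 s compound pre-read, and fluorescence was tracked kinetically for 180 s more.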
# D2 potentiator: positive allosteric modulators of human D2 dopamine receptor; AID 485347; 340,000 compounds, 0.34% hits; HEK293 T-REx D2, calcium flux, EC20 dopamine potentiation; P14416; potentiation, % at 10 µM;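 active means potentiation over 3 SD above the plate norm, cut at about 30% in these data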; further: 0% is about no effect
#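 Tetracycline-induced HEK293 T-REx cells force-coupled to calcium signalling expressed D2; compounds were pin-added after a 10 s baseline, read kinetically 180 s, then an EC20 dopamine challenge followed with a further 180 s calcium read.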
# D1 agonist: human D1 receptor agonism; 360,000 compounds, 1% hits; activation, % at 2 µM; AID 504660; HEK293 T-REx D1 cells, calcium flux, agonist mode; P21728; further: 0% is about no effect
#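 Tetracycline-induced HEK293 TREx D1 cells, force-coupled to calcium signalling, were dye-loaded with a no-wash calcium kit. Compound was pin-added after a 10 s baseline. Fluorescence was read kinetically at 1 cycle/s for 180 s, with calcium rises flagged as agonism.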
# D1 potentiator: enhances dopamine response at the human D1 receptor; P21728; HEK293 TREx D1 cells, calcium flux, dopamine EC20 potentiation; potentiation, % at 10 µM; 360,000 compounds, 0.036% hits; AID 504651; in the data active means potentiation above about 30%; further: 0% is about no effect
# TRHR enhancer: allosterically enhances the human TRH receptor | P34981 | TRHR cells, fluo-8 calcium fluorescence, EC20 TRH enhancement | enhancement, % at 2 µM | 360,000 compounds, 0.66% hits | AID 493056; in the data active means enhancement above about 30%; further: 0% is about no effect
#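 Enhancer read-out: after compound pinning and an initial kinetic agonist-mode read, an EC20 of TRH (10 nM final) was injected and fluo-8 calcium signal (Ex 480/Em 530) followed at 1 s/cycle for 100 cycles in TRHR-expressing cells.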
# RXFP1 antag: RXFP1 (human) relaxin receptor antagonism | Q9HBX9 | AID 1259400 | HEK293-RXFP1, relaxin-stimulated cAMP HTRF, 30 min; active compounds read low | activity change, negative = inhibition, % at 57.5 µM | 350,000 compounds, 0.59% hits;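 active means activity change of -60% or lower, but not beyond a set lower limit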; further: on the % scale 0 is the no-effect control and ±100 the full control effect
# Target sequence (Q9HBX9 whole entry, looked up): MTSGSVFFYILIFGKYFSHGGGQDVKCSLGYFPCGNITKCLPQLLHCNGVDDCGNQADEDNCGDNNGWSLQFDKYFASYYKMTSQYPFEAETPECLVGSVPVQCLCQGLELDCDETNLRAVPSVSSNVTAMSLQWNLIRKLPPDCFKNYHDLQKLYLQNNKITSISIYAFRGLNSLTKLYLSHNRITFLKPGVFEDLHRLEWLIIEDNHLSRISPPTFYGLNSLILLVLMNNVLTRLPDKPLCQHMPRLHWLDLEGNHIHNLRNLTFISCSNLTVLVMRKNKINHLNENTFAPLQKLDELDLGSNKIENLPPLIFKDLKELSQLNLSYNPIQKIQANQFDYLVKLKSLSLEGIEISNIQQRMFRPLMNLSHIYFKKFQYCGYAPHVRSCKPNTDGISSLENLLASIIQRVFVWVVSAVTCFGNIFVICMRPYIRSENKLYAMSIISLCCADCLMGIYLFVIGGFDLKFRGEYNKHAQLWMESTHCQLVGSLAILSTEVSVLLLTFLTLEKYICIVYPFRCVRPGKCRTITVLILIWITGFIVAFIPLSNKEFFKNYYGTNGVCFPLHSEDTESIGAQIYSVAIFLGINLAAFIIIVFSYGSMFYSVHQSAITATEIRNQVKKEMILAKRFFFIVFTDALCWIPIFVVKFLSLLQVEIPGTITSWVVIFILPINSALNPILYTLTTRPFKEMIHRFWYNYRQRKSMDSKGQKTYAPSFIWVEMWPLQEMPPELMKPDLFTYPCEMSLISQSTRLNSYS
# D2 ag: D2 dopamine receptor (human) agonism; HEK293 T-REx D2 cells, calcium flux agonist mode; activation, % at 2 µM; 340,000 compounds, 0.53% hits;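 active means activation over 3 SD above normal in the single-dose calcium agonist read, cut at about 30% in these data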; further: 0% is about no effect
#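 Tetracycline-induced HEK293 Trex cells with D2 receptor force-coupled to calcium signaling, plated overnight at 30 C and loaded with no-wash calcium dye. Calcium flux read kinetically for 180 s after compound addition; responses flag agonists.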
# D2 antag: antagonists of human D2 dopamine receptor; P14416; HEK293 TREx D2 cells, calcium flux, dopamine EC80; inhibition, % at 10 µM; 340,000 compounds, 2% hits; AID 485344; in the data active means inhibition above about 30%; further: 0% is about no effect
#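 Cells plated overnight at 30 C with tetracycline; no-wash calcium dye, 30–90 min RT; 10 s baseline; compound pinned; 180 s read; EC80 dopamine added; another 180 s read.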
# * hit, by the source's call; . = not tested or not shown; & = joins results of further samples. Unless noted, no stated cut-off is given here; in the data, active means activation above about 30%; inactive means the rest.
# Under each structure: TRHR agonist	D1 antagonist	D2 potentiator	D1 agonist	D1 potentiator	TRHR enhancer	RXFP1 antag	D2 ag	D2 antag
Cc1ccc(C)c(NC(=O)COC(=O)CCNC(=O)c2ccco2)c1
  -0.1	-50.3*	3.2	0.5	.	1.4	4.9	0.4	20.5
CCc1cc(Br)ccc1NC(=O)C1CCCO1 (centres undefined)
  -0.3	5.1	-7.9	0.5	2.0	10.8	-6.8	0.2	-0.3
CCOc1ccc(-n2c(=O)c3c4c(sc3n(CC(=O)NCCCOC)c2=O)CCCCC4)cc1
  -0.4&-0.4	-7.7&-5.0	-4.2	0.3&-2.6	-10.1&0.6	-6.7&7.4	-8.8	-0.3&-0.1	-12.1
O=C(O)c1ccccc1CSc1ncccc1C(=O)O
  0.7	2.8	5.1	0.9	-2.6	0.3	-3.4	-0.1	-6.1
Cc1cccc(-c2noc(-c3ccc4c(c3)OCO4)n2)c1
  -0.2	-45.5*	7.8	9.9	-2.5	-3.7	-19.7	-0.2	7.1
CC(=O)c1cccc(NC(=O)N2CC(C)OC(C)C2)c1 (centres undefined)
  0.4	1.5	8.8	1.9	0.7	7.2	-2.8	1.0	-2.8
Cn1cccc1C(=O)NNC(=O)COc1ccccc1Cl
  -0.2	2.0	-9.2	5.3	.	0.3	3.6	-0.2	3.9
O=C(COC(=O)C1=Cc2ccccc2OC1)NCc1ccccc1
  -0.7	-3.0	4.2	5.3	-0.1	3.4	-14.4	-1.1	10.2
COc1ccc(-c2cc(C(=O)Nc3c(Cl)cc(Cl)cc3Cl)c3ccccc3n2)cc1OC
  1.2	9.6	0.9	2.0	-1.9	0.2	.	-0.4	-4.7
O=C(CC1SCCNC1=O)Nc1cc(Cl)cc(Cl)c1 (centres undefined)
  -0.3	-12.0	.	1.2	-2.2	-2.0	-9.4	.	.
O=C(COc1cccc([N+](=O)[O-])c1)NN1C(=O)c2ccccc2C1=O
  -0.2	42.1	-2.0	-0.5	-3.7	3.7	7.4	-0.5	-7.3
CCN1C(=O)[C@@H]2[C@@H](c3ccc(-c4ccc(C(C)=O)cc4)c(OC)c3)N3CCC[C@@]3(C(=O)OC)[C@@H]2C1=O
  1.7	-6.6	-24.9	-0.8	-5.3	-3.5	.	-0.1	13.1
CCOC(=O)N1CCC(N2CCCC(C(=O)c3cccc(OC)c3)C2)CC1 (centres undefined)
  0.7	-11.2	-23.9	2.7	-5.4	0.4	0.3	50.5*	40.1*
CCN(CCO)c1nc(SC)nc2c1sc1nc(-c3ccco3)c3c(c12)CCC3
  -0.8	17.4	-2.3	1.3	5.8	10.8	1.8	0.2	-9.5
O=C(c1ccccn1)N(Cc1cc2ccccc2[nH]c1=O)C1CCCCC1
  -0.2	14.7	0.9	1.5	2.5	11.1	-8.1	-1.3	0.8
CCCN(C(=O)c1ccc(-n2cncn2)c([N+](=O)[O-])c1)C1CCS(=O)(=O)C1 (centres undefined)
  0.3	-0.6	3.1	0.3	-3.4	4.7	6.5	0.5	8.5
CC1(C)Cc2c(sc(NC(=O)c3ccc(S(=O)(=O)N4CCCCCC4)cc3)c2C(N)=O)C(C)(C)N1
  0.7	18.5	6.1	19.1	-2.0	4.1	-15.3	2.3	11.4
O=C(COC(=O)CNC(=O)c1ccco1)NCCN1C(=O)CSC1=O
  0.6	-1.7	0.6	1.0	-3.9	5.3	7.4	0.0	-5.2
CCc1noc(C)c1C(=O)Nc1nc(-c2ccc(NC(C)=O)cc2)cs1
  0.8	-6.4	-13.2	5.9	-2.4	0.9	-4.5	1.8	12.9
CC(C)Nc1nc(NC(C)(C)C)nc(Oc2ccc(=O)n(-c3ccccc3)n2)n1
  2.9	3.6	8.2	36.8*	3.2	7.3	-8.3	1.2	1.2
COc1ccc(C(=O)N/C(=C\c2cn(C)c3ccccc23)C(=O)NCCN2CCOCC2)cc1OC
  1.0	5.5	-7.3	5.2	-0.9	-1.9	-18.3	0.4	9.0
O=C(NCCN1CCOCC1)c1ccc(Cl)c(S(=O)(=O)N2CCCCC2)c1
  0.4	-35.6*	5.4	2.7	6.5	-0.2	5.2	0.3	3.7
Cc1ccc(SC(=O)COc2ccc(C)c(C)c2)cc1
  0.8	2.0	5.7	2.2	-3.1	4.9	-22.7	0.7	7.1
COc1ccc(SCCN2CC[C@@H](C(C)(C)C)CCC2=O)cc1
  -0.3	.	-2.4	24.9	0.3	7.4	.	-0.7	-1.5
O=S(=O)(Nc1nc2ccccc2nc1Cl)c1cccc(C(F)(F)F)c1
  -0.4	-9.9	-2.8	3.7	-6.4	-5.6	-2.5	-0.7	29.9
CSc1nnc2c(n1)OC(C)N(C(=O)c1ccccc1)c1ccccc1-2 (centres undefined)
  0.0	1.0	-0.5	-1.1	2.5	-4.7	-3.5	-0.1	11.0
Cn1cc(/C=N/NC(N)=S)c2ccccc21
  -0.6	-7.6	4.1	1.1	-0.9	2.9	-21.9	-0.7	-9.4
CSc1nc2c(c(=O)[nH]1)C(c1ccccc1Cl)CC(=O)N2 (centres undefined)
  -0.3	14.9	1.0	0.3	-5.9	3.3	-5.9	1.5	5.2
O=C(O)CCN1C(=O)CC2(CCCCC2)C1=O
  0.0	7.0	0.6	5.6	1.8	6.4	-11.3	0.9	18.8
O=C(O)c1ccc(COc2ccccc2/C=C2/NC(=O)N(c3cccc(Cl)c3)C2=O)cc1
  1.4	-16.5	10.6	0.5	-2.2	1.9	-24.2	0.5	-24.2

# 10 of the compounds above, bar-delimited.
molecule | TRHR agonist | D1 antagonist | D2 potentiator | D1 agonist | D1 potentiator | TRHR enhancer | RXFP1 antag | D2 ag | D2 antag
CC1(C)Cc2c(sc(NC(=O)c3ccc(S(=O)(=O)N4CCCCCC4)cc3)c2C(N)=O)C(C)(C)N1 | 0.7 | 18.5 | 6.1 | 19.1 | -2.0 | 4.1 | -15.3 | 2.3 | 11.4
O=C(COC(=O)CNC(=O)c1ccco1)NCCN1C(=O)CSC1=O | 0.6 | -1.7 | 0.6 | 1.0 | -3.9 | 5.3 | 7.4 | 0.0 | -5.2
CCc1noc(C)c1C(=O)Nc1nc(-c2ccc(NC(C)=O)cc2)cs1 | 0.8 | -6.4 | -13.2 | 5.9 | -2.4 | 0.9 | -4.5 | 1.8 | 12.9
CC(C)Nc1nc(NC(C)(C)C)nc(Oc2ccc(=O)n(-c3ccccc3)n2)n1 | 2.9 | 3.6 | 8.2 | 36.8* | 3.2 | 7.3 | -8.3 | 1.2 | 1.2
COc1ccc(C(=O)N/C(=C\c2cn(C)c3ccccc23)C(=O)NCCN2CCOCC2)cc1OC | 1.0 | 5.5 | -7.3 | 5.2 | -0.9 | -1.9 | -18.3 | 0.4 | 9.0
O=C(NCCN1CCOCC1)c1ccc(Cl)c(S(=O)(=O)N2CCCCC2)c1 | 0.4 | -35.6* | 5.4 | 2.7 | 6.5 | -0.2 | 5.2 | 0.3 | 3.7
Cc1ccc(SC(=O)COc2ccc(C)c(C)c2)cc1 | 0.8 | 2.0 | 5.7 | 2.2 | -3.1 | 4.9 | -22.7 | 0.7 | 7.1
COc1ccc(SCCN2CC[C@@H](C(C)(C)C)CCC2=O)cc1 | -0.3 | . | -2.4 | 24.9 | 0.3 | 7.4 | . | -0.7 | -1.5
O=S(=O)(Nc1nc2ccccc2nc1Cl)c1cccc(C(F)(F)F)c1 | -0.4 | -9.9 | -2.8 | 3.7 | -6.4 | -5.6 | -2.5 | -0.7 | 29.9
CSc1nnc2c(n1)OC(C)N(C(=O)c1ccccc1)c1ccccc1-2 (centres undefined) | 0.0 | 1.0 | -0.5 | -1.1 | 2.5 | -4.7 | -3.5 | -0.1 | 11.0

# Further structures.
# Under each structure: TRHR agonist	D1 antagonist	D2 potentiator	D1 agonist	D1 potentiator	TRHR enhancer	RXFP1 antag	D2 ag	D2 antag
O=C(Nc1ccc(N2CCCC2)cc1)c1ccc(Br)cc1
  0.0	-3.1	-2.3	-3.4	-1.5	-1.2	7.8	0.7	-3.3
CC1(C)Cc2c(C#N)c(N)sc(=S)c2CS1
  -0.1	-1.7	7.1	1.7	-7.8	-2.8	2.0	0.3	-6.1
CN(C)c1ccc(-c2ccncc2)cc1
  1.3	-4.3	.	3.0	-6.4	-6.9	.	.	.
CCOc1ccc(C(O)c2nccn2C)cc1 (centres undefined)
  -0.3	-0.2	5.1	4.4	-4.6	2.4	11.4	0.0	3.3
CC1CCN(C(=O)CSc2nc3c(cnn3-c3ccccc3)c(=O)[nH]2)CC1
  -0.6	8.5	-11.2	0.3	-4.2	6.6	.	0.1	11.9
O=C(CCN1C(=O)C2C3C=CC(C3)C2C1=O)Nc1ccc2c(c1)OCO2 (centres undefined)
  0.3	12.2	-5.0	0.8	-5.7	2.2	0.0	0.3	16.6
CCCS(=O)(=O)N1CCCC(C(=O)N2CCC(Cc3ccccc3)CC2)C1 (centres undefined)
  1.7	-16.2	-7.4	-0.3	-3.2	-1.8	-0.9	-0.3	0.1
CN(C)c1ccc(/C=C2\SC(=O)N(CCc3nnc(N)s3)C2=O)cc1
  13.9	4.2	4.4	62.0*	-7.9	2.0	3.6	6.6	6.7
O=C1NC(=S)N/C1=C\C=C\c1ccccc1
  -0.4	1.5	-6.8	0.7	-3.5	-0.4	-2.2	-1.0	-1.4
CC1CCCCN1C(=O)CN1CCC(c2nc3ccc(Cl)cc3[nH]2)CC1 (centres undefined)
  -1.4	-7.0	-6.3	2.2	-1.4	0.1	5.5	-0.7	8.5
CCn1c(C)cc(/C=C2\SC(=O)N(CC(=O)Nc3ccc(C)c(C)c3)C2=O)c1C
  0.0	-38.1*	6.3	0.5	-2.4	15.6	-8.5	0.3	-4.3
Cc1ccc(-n2c(-c3ccncc3)n[nH]c2=S)c(C)c1
  0.1	-8.7	-7.0	0.5	-0.9	-3.8	-3.5	-0.1	4.1
O=C(CSCc1c(Cl)cccc1Cl)NCc1ccccn1
  -0.4	2.7	3.4	1.0	-2.5	-3.7	-2.6	-0.8	1.4
CCC(Cn1nnc2ccccc2c1=O)NC(=O)Nc1ccc(C)cc1C (centres undefined)
  -1.3	25.8	1.1	0.1	2.6	-17.9	-13.9	-1.2	.
CC(C)Oc1cccc(NC(=O)C2CCN(S(=O)(=O)Cc3ccccc3)CC2)c1
  -0.7	-6.7	3.6	-1.2	-1.1	3.8	-10.4	.	.
C/C(=N/OC(=O)C1CC12CCC2)c1ccc(Br)cc1 (centres undefined)
  2.2	-25.1	0.5	0.0	-5.3	4.6	-26.7	-0.6	-4.6
CCn1c(C(=O)NCCCc2ccccc2)cc2sccc21
  -1.9	-16.1	-1.5	3.5	-7.3	2.3	-11.6	-2.4	-12.3
COc1cc(CNCC(C)C)c(Br)cc1OCC(=O)NCc1ccccc1
  1.3	-12.0	-4.9	6.6	-0.2	-1.2	-0.9	0.5	-17.1

# Source: PubChem (National Center for Advancing Translational Sciences (NCATS))
